sPLA2-III inh – human group III sPLA2 inhibitors, primary screen, biochemical, QFRET, BODIPY PC-A2 liposome substrate; Group 3 secretory phospholipase A2 (Homo sapiens), Q9NZ20; QFRET BODIPY PC-A2 liposome hydrolysis, fluorescence; inhibition, % at 12.2 µM; hit rate 0.56% among 370,000; AID 743126, 2013;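 active means inhibition above mean plus 3 SD of compounds lying within the high and low control bounds, cut at about 19% in these data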;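 further: 0% = median of test compound wells and 100% = no enzyme DMSO wells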
Target sequence (Q9NZ20 whole entry, looked up): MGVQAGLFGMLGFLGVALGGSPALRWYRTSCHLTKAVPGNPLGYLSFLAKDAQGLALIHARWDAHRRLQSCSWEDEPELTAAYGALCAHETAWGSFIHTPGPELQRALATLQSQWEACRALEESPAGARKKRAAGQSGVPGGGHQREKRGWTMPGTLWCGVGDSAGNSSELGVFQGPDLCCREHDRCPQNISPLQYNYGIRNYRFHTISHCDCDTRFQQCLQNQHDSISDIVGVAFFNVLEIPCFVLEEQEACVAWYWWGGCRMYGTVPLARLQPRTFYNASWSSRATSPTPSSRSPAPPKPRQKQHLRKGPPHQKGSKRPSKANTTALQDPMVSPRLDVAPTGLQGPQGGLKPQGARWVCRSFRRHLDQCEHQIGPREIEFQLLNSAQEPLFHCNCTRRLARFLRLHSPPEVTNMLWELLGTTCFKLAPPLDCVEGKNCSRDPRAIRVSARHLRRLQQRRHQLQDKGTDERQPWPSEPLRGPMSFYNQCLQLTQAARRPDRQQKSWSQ
ssDAF12 agonist – S. stercoralis DAF-12 nuclear receptor activators, primary screen, cell-based, luminescence, HEK293, GRIP1 co-expression, lit1-tk-luc | HEK293 ssDAF-12/GRIP1 lit1-tk-luc reporter; % of 3 µM dafachronic acid response | activation, % at 6.8 µM | hit rate 1% among 370,000 | AID 652126, 2013;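 active means activation above the mean over all tested compounds plus 3 SD, cut at about 0.9% in these data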;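 further: 0% = DMSO-only wells and 100% = 3 µM delta7-dafachronic acid wells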
ADAM10 inh – human ADAM10 inhibitors, primary screen, biochemical, QFRET, HTS. Disintegrin and metalloproteinase domain-containing protein 10 (Homo sapiens), O14672. recombinant ADAM10, EDANS/DABCYL FRET peptide cleavage, 3 h. inhibition, % at 7 µM. hit rate 0.62% among 370,000;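 active means inhibition above a per-campaign cutoff equal to the mean of compounds falling between control-based bounds plus 3 SD, cut at about 20% in these data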;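 further: 0% = DMSO wells while the 100% control is not disclosed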
NPR2 activator – human GC-B receptor activators, primary screen, HEK293 GC-B cells, cGMP TR-FRET, EC30 CNP | hit rate 0.11% among 370,000 | 0% at EC30 CNP, 100% saturating CNP | activation, % at 10 µM;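 active means activation at 10 µM reaching about 35% in either raw or pattern-adjusted values, limit read from the data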
GAA850 FXN act – FXN promoter activators, primary screen, cell-based, luciferase luminescence, HEK293 lucGAA850. AID 540364, 2011. hit rate 0.56% among 360,000. HEK293 lucGAA850 FXN promoter luciferase reporter, 24 h; percent of 10 µM SAHA response. activation, % at 6 µM;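 active means activation above the average of all compounds screened plus 3 SD, cutoff fixed separately per campaign, cut at about 7.5% in these data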;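 further: 0% = DMSO wells and 100% = 10 µM SAHA wells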
hcDAF-12 act – H. contortus DAF-12 nuclear receptor activators, primary screen, cell-based, luminescence, HEK293, lit1-tk-luc reporter | HEK293 hcDAF-12 lit1-tk-luc reporter; 0% DMSO, 100% Δ7-dafachronic acid | activation, % at 6.8 µM | hit rate 1.4% among 370,000;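 active means activation above the mean of all tested compounds plus 3 SD, cut at about 5.5% in these data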;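 further: 100% = response to 3 µM Δ7-dafachronic acid high control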
GC-A act – GC-A stimulated cGMP production enhancers – HEK293 GC-A cells, cGMP TR-FRET, EC30 ANP, primary screen | activation, % at 10 µM | 0% at EC30 ANP, 100% saturating ANP | hit rate 0.14% among 370,000 | Atrial natriuretic peptide receptor 1 (Homo sapiens), P16066; in the data active means activation above about 40%
SMARCA2 activ – SMARCA2 (BRM) function activators, primary screen, cell-based, luminescence, high throughput | MG213 cells, MMTV-luciferase reporter, dexamethasone, overnight | activation, % at 9.1 µM | hit rate 1% among 370,000 | AID 652017, 2013; in the data active means activation above about 7.8%;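 further: 0% = vehicle wells and 100% = reference activator wells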
DAX1 inh-1 – DAX1 (NR0B1) inhibitors on StAR promoter, primary screen, cell-based, luminescence, SF-1 (NR5A1), full-length DAX-1; HEK293T StAR-luciferase reporter, SF-1/DAX-1 repression relief; inhibition, % at 6.8 µM; AID 652010, 2013; hit rate 1.1% among 370,000;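 active means inhibition above the mean over all tested compounds plus 3 SD, cut at about 3.6% in these data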;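 further: 0% = DAX-1 cells with DMSO and 100% = cells lacking DAX-1 with DMSO; higher inhibition means more luminescence from relief of DAX-1 repression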
hgDAF-12 ag – H. glycines DAF-12 receptor agonists, primary screen, cell-based, luminescence, HEK293, GAL4 fusion, UAS-luciferase | Nuclear hormone receptor DAF-12 (Heterodera glycines), GAL4 fusion | HEK293 GAL4-hgDAF12 UAS-luciferase reporter, agonist luminescence; normalized to butyrate control | activation, % at 6.8 µM | hit rate 1.8% among 370,000 | AID 687014, 2013;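 active means activation above a cutoff set at the mean of all screened compounds plus 3 SD, cut at about 10% in these data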;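 further: 0% = DMSO wells and 100% = sodium butyrate wells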
DAX1 inh-2 – DAX1 (NR0B1) inhibitors, primary screen, cell-based, HEK293, Gal4-DAX1, luciferase luminescence. hit rate 0.99% among 340,000. inhibition, % at 6.75 µM. AID 504766, 2011. HEK293 Gal4-DAX1 luciferase reporter;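 active means inhibition above the mean over all tested compounds plus 3 SD, cut at about 4.2% in these data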;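 further: 0% = DAX1-transfected cells with DMSO and 100% = empty-vector control cells with DMSO; inhibition shows as a rise in luminescence from relieved DAX1 repression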
Target sequence (P51843 207-470 limits assumed): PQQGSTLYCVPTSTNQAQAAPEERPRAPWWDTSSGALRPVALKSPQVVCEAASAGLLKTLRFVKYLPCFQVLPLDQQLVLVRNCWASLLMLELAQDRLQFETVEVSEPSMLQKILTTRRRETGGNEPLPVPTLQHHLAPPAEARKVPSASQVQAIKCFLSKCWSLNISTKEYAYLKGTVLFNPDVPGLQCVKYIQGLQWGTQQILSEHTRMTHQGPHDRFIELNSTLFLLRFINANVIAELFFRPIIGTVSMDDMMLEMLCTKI
Numbers without * were called inactive; i = inactive; . = no result given. Rows are unselected; overall some 6.6% were active at least once.

Structure	DAX1 inh-2	GAA850 FXN act	SMARCA2 activ	ADAM10 inh	GC-A act	hcDAF-12 act	NPR2 activator	hgDAF-12 ag	sPLA2-III inh	ssDAF12 agonist	DAX1 inh-1
COc1ccc2c(c1)C(=O)CC(c1ccccc1)O2 (centres undefined)	1.1	1.1	6	-363	-3	1.0	-1	1.6	-4	-1.2	1.4
Cc1ccc(CN2CCN(Cc3ccc4cc(F)ccc4n3)CC2CCO)o1 (centres undefined)	4.0	0.6	-2	6	-1	1.6	0	0.8	2	0.5	0.2
Cc1cccc(NC(=O)COc2ccc3c(c2)CCC3)n1	1.4	3.4	9.7*	0	-1	2.4	-3	6.5	-1	-0.6	3.8*
CCOC(=O)c1cnn(-c2cc(C)cc(C)c2)c1N	-1.0	1.1	-2	-1	1	-2.1	0	2.8	1	-1.1	0.0
O=C(COc1ccc(Cl)cc1)N1CCN(S(=O)(=O)c2ccccc2)CC1	0.0	-1.3	-2	2	-4	-2.5	-7	0.8	-9	-1.7	-0.1
CC(C)Oc1ccc(F)cc1-c1cc(C(=O)NCc2cc(C(F)(F)F)cc(C(F)(F)F)c2)[nH]n1	.	0.5	-2	-9	1	-0.9	-2	-1.0	-10	-1.1	-0.5
CCCn1c(=O)n(C)c(=O)c2c(SCc3cc(C(C)=O)ccc3OCC)nc(C3CC3)nc21	.	.	0	-9	-3	-1.5	2	1.4	-2	-0.3	0.0
COc1ccc(OC)c(S(=O)(=O)N2CCC(C(=O)N3CCOCC3)CC2)c1	0.0	3.5	1	3	2	-0.9	1	-2.3	2	-1.5	1.3
CC(=O)Nc1ccc(S(=O)(=O)NCCC(=O)OCc2ccccc2F)cc1	-0.4	1.6	1	-2	-4	0.0	0	2.5	-7	-1.0	0.6
NC(=O)NCCCC(=O)O	3.2	1.1	1	-13	-2	3.0	3	1.1	12	-0.5	0.5
COc1ccc(N(CC(=O)Nc2cccc(C)c2C)S(=O)(=O)c2c(C)n[nH]c2C)cc1	0.4	-2.5	-5	2	-1	-1.0	7	-1.1	-11	-1.6	-0.5
CCc1nnc(NC(=O)CSc2nnc(C)n2-c2ccc(C)cc2)s1	-0.8	1.4	0	-1	-3	0.5	5	-1.1	-4	-1.9	-1.0
COc1ccc(C(=O)c2cc(OC)c(OC)c(OC)c2)cc1OC	-0.1	0.8	0	-1	1	-1.5	4	-2.8	9	0.0	-0.5
CCC(CO)Oc1cc(NC(=O)c2cccc(F)c2)c2ncn(C(C)C)c2c1 (centres undefined)	-0.6	0.6	-1	-3	-1	-3.4	-2	-3.8	-1	-1.5	-0.3
Cc1ccc2nc(CN(C)C(=O)[C@@H](Cc3ccccc3)NC(=O)[C@H]3O[C@@H](n4cnc(C(N)=O)n4)[C@H](O)[C@@H]3O)[nH]c2c1	.	.	-4	-7	4	-0.9	7	-0.7	-11	-1.1	0.1
CCN(CCCNC(=O)COc1cc(=O)n(CC)c2ccccc12)c1ccccc1	1.6	-4.4	-1	-5	-6	1.4	-7	-3.2	-7	-1.0	-0.4
CC(C)(C)NC(=O)CN1CCC(O)(c2ccccc2)CC1	0.2	0.3	1	-10	2	-1.5	2	1.6	1	-0.8	1.2
O=C(c1ccccc1Cl)N1CCc2ccccc2C1	0.9	1.1	6	0	-4	3.2	-3	5.8	5	-0.5	-0.8
COc1ccc(-c2c(C)oc3c(CN4CCCCC4C)c(O)ccc3c2=O)cc1OC (centres undefined)	0.3	-1.1	-1	i	2	-1.8	-1	-1.5	-1	-1.5	0.6
Cc1ccc(NC(=O)Cn2nc(C)c3ccccc3c2=O)cc1F	0.5	-1.6	0	-11	-1	0.3	-1	-1.9	1	-0.7	-0.8
CCOC(=O)c1oc2nc(C)c3c(c2c1N)CC(C)(C)OC3	0.9	-2.1	0	-349	5	0.4	3	-1.5	4	-1.3	-0.2
CCCn1c(N)c(Sc2ccc([N+](=O)[O-])cc2)c(=O)n(CCC)c1=O	0.3	0.5	5	12	1	-1.4	0	-1.6	-1	-1.4	-0.3
O=C(COC(=O)/C=C/c1ccccc1Cl)NCC1CCCO1 (centres undefined)	-0.1	-0.1	1	-8	1	-1.4	-6	1.1	-1	-1.6	-0.2
CC1=C(C(=O)OC2CCCCC2)C(c2ccccc2Br)NC(=O)N1 (centres undefined)	-1.0	-0.2	2	6	-13	-2.3	-1	-0.2	-4	-2.0	0.3
O=C(NNC(=O)c1sccc1-n1cccc1)Nc1ccc(F)cc1	0.7	-0.5	-4	-5	1	0.1	1	2.0	-5	-1.0	0.0
Cc1cccc(C)c1OCC(O)CN1CCN(C(=O)c2ccccc2)CC1 (centres undefined)	2.9	0.0	-3	-9	2	0.5	1	0.0	9	-0.7	1.3
O=C(COC(=O)CC1CC2CCC1C2)Nc1c(F)cccc1F (centres undefined)	-0.2	1.8	1	3	0	-1.5	-7	2.8	-6	-1.3	0.3
CC(=O)Nc1ccc(S(=O)(=O)N(C)CC(=O)Nc2ccccc2N2CCCC2)cc1	-0.3	-0.2	-2	-7	0	0.9	7	-2.6	-3	-1.2	0.2
O=S(=O)(Cc1ccc(Cl)cc1)C1CCCCC1O (centres undefined)	2.0	-0.6	-4	7	3	0.7	0	-2.3	-5	-2.1	0.1
O=C(NC1CCCc2ccccc21)C12CC3CC(CC(O)(C3)C1)C2 (centres undefined)	0.7	1.1	-3	-8	-2	-1.5	-4	-1.2	3	-1.1	-1.0
COc1ccc(/C=N/NC(=O)CCc2ccccc2)cc1O	-0.1	2.2	0	4	-1	0.0	1	3.8	-21	-0.7	0.2
O=C(COC(=O)COc1ccc(Cl)cc1Br)NC1CCCCCC1	-0.5	-0.7	-2	-3	1	-0.2	-5	-1.1	-1	-0.7	-0.2
CC(=O)c1ccc(NC(=S)N2CCN(c3ccccn3)CC2)cc1	0.0	0.9	-1	0	-4	-1.4	3	-1.2	6	-0.7	0.3
COc1ccc(-c2nnc(COc3ccc(Br)cc3C)o2)cc1	.	1.4	2	-6	-1	-0.6	1	-0.4	-3	-1.6	0.0
O=C1NC(=S)S/C1=C\c1coc2ccc(O)cc2c1=O	0.9	-0.9	6	4	-1	-1.9	-3	2.9	-4	-1.9	1.6
Cc1cc(C)nc(N2CCCC(C(=O)NCc3cccs3)C2)n1 (centres undefined)	0.2	-1.4	-2	6	2	0.2	-4	0.4	5	-1.8	-0.1
Cc1ccc2c(c1)N(C(C)C(=O)NCCc1ccccc1)C(=O)CO2 (centres undefined)	0.6	0.3	0	0	-6	0.1	-4	0.2	-5	-1.6	-0.6
CCN(CC(=O)Nc1ccccc1OC)C(=O)c1ccc2[nH]c3c(c2c1)CC(C)CC3 (centres undefined)	-0.9	2.3	-3	-18	-3	-2.1	3	-2.8	-44	-1.7	-1.9
O=C(c1cccc(C(F)(F)F)c1)N1CCc2c([nH]c3ccccc23)C1C(F)(F)F (centres undefined)	1.3	0.9	-2	15	-3	0.3	8	3.5	-11	-1.8	-0.3
O=C(CN1c2cccc3cccc(c23)S1(=O)=O)NCc1ccc2c(c1)OCO2	-0.2	0.6	-4	-102	-8	-3.8	-2	-1.5	8	-1.2	-0.3
O=C1CC(N2CCN(c3ccccc3)CC2)C(=O)N1c1ccc2c(c1)OCCO2 (centres undefined)	0.9	-1.2	-2	5	1	-0.9	-7	0.8	-7	-1.1	-0.1
O=C(Nc1ccc(Cl)cn1)c1ccc2ccccc2n1	2.5	1.3	4	3	-2	7.8*	-10	6.8	1	1.4*	0.3
COc1cc(/C=C/C(=O)OCC(=O)N2CCCc3ccccc32)ccc1O	0.7	3.5	1	-78	-1	-2.6	-2	-1.8	-19	-1.6	-0.7
Cc1ccc(C(=O)NCC(=O)NCCCc2ccccc2)cc1	1.8	-0.5	4	-4	-2	-1.3	-3	1.3	3	-1.0	-0.1
CCc1cc(=O)oc2cc(OC(C)=O)cc(OC(C)=O)c12	-1.2	-0.1	-1	i	8	-2.4	1	4.5	-2	-1.2	0.6
CSCC[C@H](NC(=O)[C@@H]1Cc2ccccc2CN1)C(=O)Nc1ccc2c(c1)OCO2	0.7	1.1	-1	-5	0	1.1	0	-0.8	4	-1.0	-0.1
O=C(CSc1nc(-c2ccccc2)cc(=O)[nH]1)Nc1ccccc1	-0.7	0.0	-1	-1	1	-1.5	-2	-3.8	6	-1.0	-0.4
CC1(C)CC(=O)C(C=NCC(N)=O)=C(O)C1	-0.5	0.1	1	-12	-2	-1.1	1	0.5	-2	-1.6	0.6
COc1ccc(/C(N)=N/OC(=O)CCc2ccccc2)cc1	0.7	-0.8	3	1	5	-0.4	4	3.1	1	-0.6	0.8
Cc1ccc(S(=O)(=O)N2CCC(C(=O)Nc3ccc(C(C)C)cc3)CC2)cc1	-2.0	-0.2	0	-5	1	1.0	2	0.1	-2	-1.0	0.1

Additional entries
Structure	DAX1 inh-2	GAA850 FXN act	SMARCA2 activ	ADAM10 inh	GC-A act	hcDAF-12 act	NPR2 activator	hgDAF-12 ag	sPLA2-III inh	ssDAF12 agonist	DAX1 inh-1
Cc1ccc(-c2ccc(=O)[nH]n2)cc1	0.3	1.8	-2	-8	17	-1.7	4	0.4	1	-1.8	0.6
Nc1ccc(O)c2c1C(=O)c1ccccc1C2=O	4.4*	3.2	3	1	-4	0.9	-17	2.8	1	-0.8	0.7
CCOC(=O)c1c(S(=O)(=O)NCC(=O)Nc2ccccc2F)c(C)n(C)c1C	0.1	0.4	-1	-2	0	0.3	2	1.0	5	-1.0	0.2
CCN(CC)c1ccc(/C=N/NC(=O)c2ccoc2C)c(O)c1	2.3	2.2	-4	-39	-2	4.2	1	12*	10	0.1	-1.7
Cc1ccc(S(=O)(=O)Nc2n[nH]nc2C(=O)NC2CCCCC2)cc1	.	0.9	0	-3	-1	-1.6	6	-2.8	-11	-1.3	-0.3
O=c1c2ccccc2oc2ccc(NCCCn3ccnc3)cc12	1.2	4.0	5	-19	-1	4.7	-7	11*	-19	1.8*	4.0*
COCCNC(=O)CN1CCC(NC(=O)c2ccco2)CC1	-0.6	2.9	0	7	2	1.6	1	3.0	5	-1.6	0.4
